KCNQ2 inh: KCNQ2 potassium channel inhibitors, primary screen, cell-based, CHO-K1, FluxOR thallium flux, B-score (AID 2156); 1.1% of 310,000 active; Potassium voltage-gated channel subfamily KQT member 2 (Rattus norvegicus), O88943; B-score at 10 µM; 20 min; hits give low values;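 active means fluorescence ratio B-score at most minus 3 library SDs, with starting brightness B-score within 2 library SDs, cut at about -5.5 in these data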
OX1R antag: antagonists of human orexin 1 receptor (OX1R); Orexin/Hypocretin receptor type 1 (Homo sapiens), O43613; OX1R-expressing cells, FRET antagonist read-out; inhibition, % at 6.6 µM; 1.8% of 330,000 active; in the data active means inhibition mostly above about 38%, no sharp cut-off; inactive means mostly below about 40%;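 further: 0% = agonist challenge alone and 100% = reference antagonist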
Target sequence (O43613 whole entry, looked up): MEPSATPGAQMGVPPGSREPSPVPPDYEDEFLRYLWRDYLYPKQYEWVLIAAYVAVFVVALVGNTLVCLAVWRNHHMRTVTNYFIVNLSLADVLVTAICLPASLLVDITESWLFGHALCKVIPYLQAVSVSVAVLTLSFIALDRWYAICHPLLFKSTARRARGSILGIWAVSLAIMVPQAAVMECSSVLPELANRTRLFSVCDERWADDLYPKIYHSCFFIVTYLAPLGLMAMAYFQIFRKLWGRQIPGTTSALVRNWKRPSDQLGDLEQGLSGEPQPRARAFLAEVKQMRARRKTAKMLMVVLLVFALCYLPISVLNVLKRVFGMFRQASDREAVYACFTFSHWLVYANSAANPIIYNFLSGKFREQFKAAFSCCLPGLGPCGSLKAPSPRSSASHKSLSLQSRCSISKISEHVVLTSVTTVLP
STK33 inh: inhibitors of purified STK33 kinase, primary screen, biochemical, ADP-Glo luminescence, homogeneous, cell-free | inhibition, % at 10 µM | AID 2661, 2010 | MBP phosphorylation | 0.073% of 320,000 active | Serine/threonine-protein kinase 33 (Homo sapiens), Q9BYT3;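 active means inhibition at or above 25%, using the most active replicate where run in duplicate; inactive means inhibition below 25%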
Target sequence (Q9BYT3 whole entry, looked up): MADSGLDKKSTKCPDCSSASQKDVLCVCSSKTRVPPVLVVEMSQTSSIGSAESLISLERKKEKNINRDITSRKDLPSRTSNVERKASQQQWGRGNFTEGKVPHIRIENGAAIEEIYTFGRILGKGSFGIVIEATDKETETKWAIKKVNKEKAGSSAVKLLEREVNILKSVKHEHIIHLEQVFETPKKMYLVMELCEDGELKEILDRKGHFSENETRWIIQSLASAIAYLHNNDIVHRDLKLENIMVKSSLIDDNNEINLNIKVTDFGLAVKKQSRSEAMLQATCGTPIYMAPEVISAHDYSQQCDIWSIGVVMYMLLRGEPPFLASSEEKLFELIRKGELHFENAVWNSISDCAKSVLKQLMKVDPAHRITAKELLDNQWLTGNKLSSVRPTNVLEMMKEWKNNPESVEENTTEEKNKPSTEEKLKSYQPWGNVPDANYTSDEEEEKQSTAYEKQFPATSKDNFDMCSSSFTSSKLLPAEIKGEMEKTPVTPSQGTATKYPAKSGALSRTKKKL
Starred values were filed as active, the others as inactive; i = inactive; x = not tested or not shown.

#	Molecule	OX1R antag	STK33 inh	KCNQ2 inh
1	COc1ccc(N2CCN(c3cc(=O)n(Cc4ccc(F)cc4)c(=O)[nH]3)CC2)cc1	8.3	-1.9	x
2	COCc1nc2oc3ccc(F)cc3c(=O)c2cc1C(=O)OC	x	-1.0	i
3	O=C(COC(=O)c1ccc(F)c(S(=O)(=O)N2CCOCC2)c1)Nc1ccc2[nH]c(=O)[nH]c2c1	7.4	-0.4	x
4	Cc1ccc(NC(=O)CSc2n[nH]c(C)c2[N+](=O)[O-])cc1C	15.6	4.0	i
5	Cn1cccc1Cc1nnc(SCC(=O)NCC2CCCO2)n1-c1ccc(F)cc1 (stereo not given)	10.4	-0.7	i
6	C/C(=N\NC(=O)CSCc1ccc(Cl)cc1)c1ccc(NC(=O)c2ccccc2)cc1	9.2	-1.8	i
7	COc1ccc(OC)c(NC(=O)c2ccc(CSc3nnc(C)s3)cc2)c1	34.0	0.4	i
8	COC(=O)c1[nH]c2c(c1C)C(=O)CC(c1cccs1)C2 (stereo not given)	22.8	-0.1	i
9	CCCS(=O)(=O)N1CCC(C(=O)NCc2ccccc2Cl)CC1	15.1	-1.3	x
10	Cc1cc(C)cc(Nc2nc3ccccc3c(=O)[nH]2)c1	3.1	-0.7	i
11	COc1ccc(/C=C/C(=O)NC(=S)NCC2CCCO2)cc1 (stereo not given)	20.8	-1.1	i
12	O=C(NCc1ccccn1)C1CCN(S(=O)(=O)N2CCC3(CC2)OCCO3)CC1	7.5	-0.6	i
13	O=C(c1cccc(Br)c1)N1CCN(C(=O)N2CCCCC2)CC1	6.9	-1.2	i
14	CSc1ccc(CN2CCCC(N3CCN(c4ccccc4)CC3)C2)cc1 (stereo not given)	12.5	-1.3	i
15	O=C(Nc1ccccc1)c1cc([N+](=O)[O-])ccc1N1CCCCC1	15.1	-1.5	x
16	CC1CCCN(C(=O)Cn2c3ccccc3c3nc4n(c(=O)c32)CCS4)C1 (stereo not given)	6.2	-0.1	i
17	Cc1cccc(Nc2ncnc3onc(-c4cccc(Cl)c4)c23)c1C	32.0	-0.5	i
18	C=CCN1C(=O)S/C(=C/c2ccsc2)C1=O	5.5	-1.3	i
19	CCC1Sc2ccc(S(=O)(=O)CCC(=O)N3CCc4ccccc43)cc2NC1=O (stereo not given)	6.4	-2.1	i
20	O=C(NCCS(=O)(=O)N1CCCCCC1)c1ccc(F)cc1	1.8	-0.3	i
21	Cc1ccc(C(=O)NNC(=O)c2ccc(Br)s2)cc1S(=O)(=O)N1CCOCC1	2.4	-2.7	x
22	O=C(NCCCN1CCN(c2ccccc2F)CC1)C1CCN(S(=O)(=O)c2cccs2)CC1	4.0	0.3	i
23	CSCCC(NC(=O)C12CC3CC(CC(C3)C1)C2)C(=O)OCC(=O)c1ccc(Cl)cc1 (stereo not given)	7.2	-2.1	i
24	O=C(NCC1CCCO1)C(=O)N/N=C/c1ccc(OCc2ccccc2Cl)cc1 (stereo not given)	11.5	0.6	i
25	CC(C)OC(=O)CC1C(=O)NCCN1C(=S)NC(=O)c1ccccc1 (stereo not given)	4.9	-0.3	i
26	O=C1CCCCN1CCC(=O)N1CCCC(Nc2ccc(F)c(F)c2)C1 (stereo not given)	11.1	0.6	i
27	CN(C)c1ccc(C2OC(=O)C(C)(C)C(=O)C2(C)C)cc1 (stereo not given)	2.5	-1.1	i
28	CC(=O)Nc1ccc(S(=O)(=O)NNC(=S)NCC2CCCO2)cc1 (stereo not given)	7.4	-1.4	i
29	O=C1CSC(c2ccc([N+](=O)[O-])cc2)N1c1ccccc1 (stereo not given)	3.7	0.3	i
30	O=C(NCC1CCN(C(=O)c2ccc([N+](=O)[O-])cc2)CC1)C(=O)Nc1ccccc1	5.4	-0.7	i
31	COCCNC(=S)N/N=C(\C)c1ccc(OC)cc1	13.4	0.2	i
32	NC(=O)CSC1=Nc2ccccc2C2=NC(CCC(=O)NCc3ccc(F)cc3)C(=O)N12 (stereo not given)	29.1	-1.3	i
33	CCCCN(C(=O)CSCC(=O)Nc1cccc(C)c1)c1c(N)n(CCCC)c(=O)[nH]c1=O	22.8	-1.9	i
34	CCC(C)(C)n1nnnc1C(c1cccc(C#N)c1)N1CCN(c2cc(C)ccc2C)CC1 (stereo not given)	32.1	1.1	-5.84*
35	C=CC[n+]1c(-c2ccc(C)cc2)csc1NNC(=O)Nc1ccccc1	6.9	-1.3	i
36	O=C(C1=COCCO1)N1CCN(S(=O)(=O)c2cccc(F)c2)CC1	0.5	-0.8	x
37	Cc1cc(=O)oc2cc(OC(C)C(=O)NC3(C#N)CCCCC3)ccc12 (stereo not given)	-4.6	-1.3	x
38	COc1ccc(C2C(C(=O)c3ccco3)=C(O)C(=O)N2c2nnc(C)s2)cc1 (stereo not given)	9.2	0.5	i
39	COc1ccc(/C=N/Nc2cc(=O)n(C)c(=O)n2C)cc1OC	32.2	-1.0	i
40	COc1ccc(N(C(=O)Cn2nnc3ccccc32)C(C(=O)NCc2ccco2)c2cccnc2)cc1 (stereo not given)	9.6	-0.7	i
41	CC(=O)c1cccc(NC(=O)Nc2ccc3c(c2)CCC3)c1	32.3	-0.5	i
42	CCOc1cnn(Cc2ccccc2)c(=O)c1SCc1ccccc1	15.3	-0.9	i
43	COc1ccc(C(=O)Nn2cnc3ccccc3c2=O)c(OC)c1	8.6	2.4	i
44	CN(C)S(=O)(=O)Nc1ccccn1	4.7	1.2	i
45	CCn1c2ccccc2c2nnc(SCC(=O)OCN3C(=O)c4ccccc4C3=O)nc21	34.3	-0.1	i
46	O=C(CN1CCC(NC(=O)c2ccccc2F)CC1)Nc1ccc2c(c1)OCCO2	13.8	-0.6	i
47	Cc1ccc(C2C(C#N)=C3N=C(N)c4ccccc4N3C3=C2C(=O)CCC3)cc1 (stereo not given)	2.5	-1.2	i
48	O=C(CCCn1cnc([N+](=O)[O-])n1)Nc1cccc(O)c1	29.9	-0.6	i
49	CCCS(=O)(=O)N1CCN(CC2CC3C=CC2C3)CC1 (stereo not given)	19.8	7.8	i
50	COc1ccc2nc(SCC(=O)NC(C)(C)C)[nH]c2c1	6.8	0.2	i

The results go on.
#	Molecule	OX1R antag	STK33 inh	KCNQ2 inh
51	Cc1cc(NC(=O)COC(=O)c2c(C)noc2C)ccc1Br	18.4	-1.6	i
52	C=CCN1C(=Nc2cccnc2)SCC1(O)c1ccc(C)cc1 (stereo not given)	28.9	-0.4	i
53	O=C(N/N=C/c1c[nH]c2ccccc12)c1ccc(Br)cc1	4.1	0.4	i
54	CSc1ncccc1C(=O)OCC(=O)c1cc2ccccc2o1	11.4	-1.6	i
55	CNC(=O)CN(c1ccc(C(C)C)cc1)S(C)(=O)=O	5.9	1.2	i
56	CCn1c(=O)c(C)nn2c3ccccc3nc12	23.5	0.6	i
57	CCC(=O)NC(C)c1cc(Cl)c2ccccc2c1O (stereo not given)	33.7	-2.8	x
58	CC(=O)NC(CC(=O)Nc1ccc2c(c1)OCCO2)c1ccccc1 (stereo not given)	25.3	0.4	i
59	COc1ccccc1NC(=O)c1nn(C)c(C(=O)Nc2ccccc2OC)c1[N+](=O)[O-]	-2.6	-2.5	i
60	O=C(NCCCc1ccccc1)c1ccc(-n2cncn2)c([N+](=O)[O-])c1	30.5	-0.5	i
61	CCSc1ccccc1C(=O)NCc1ccc2c(c1)OCO2	15.8	-0.9	i
62	Cc1ccc(NC(=O)CN2C(=O)NC(Cc3ccccc3)C2=O)c(Br)c1 (stereo not given)	8.6	-2.8	i
63	O=C(NNC(=O)c1cc2cc(Br)ccc2oc1=O)c1ccc(O)cc1	19.9	-1.6	i
64	O=C(COC(=O)/C=C/c1cccc(Br)c1)NC1CCCCC1	8.6	-2.1	x
65	CC1N(C)c2cc(NC(=O)c3ccco3)c(P(=O)(Nc3ccc([N+](=O)[O-])cc3)N3CCOCC3)cc2C1(C)C (stereo not given)	11.0	-1.0	i
66	Cc1nn(-c2ccccc2)c2sc(C(=O)NCCN3CCOCC3)cc12	25.0	0.3	i
67	COc1ccc(NC(=O)COC(=O)c2ccco2)c([N+](=O)[O-])c1	40.5	-0.2	i
68	O=C(CN1c2cccc3cccc(c23)S1(=O)=O)N1CCN(c2ccccc2)CC1	4.9	-2.3	x
69	Cc1ccc2nc(NC(=O)CN(C)S(=O)(=O)c3ccc(Br)s3)sc2c1	33.8	0.3	i
70	COc1cccc(C(=O)NCCS(=O)(=O)NC2CCCC2)c1	12.2	0.6	i
71	Cc1ccc(NC(=O)c2sc(Cl)nc2-c2ccccc2)cc1C	20.8	1.0	i
72	CC(C)c1cc(Br)ccc1OCCN1C(=O)NC(C)(C)C1=O	23.4	-2.2	i
73	COc1ccc2cnn(Cc3ccccc3)c(=O)c2c1OC	12.0	0.6	i
74	O=S(CC1CC1(Cl)Cl)CC1CC1(Cl)Cl (stereo not given)	2.1	-0.3	i
75	CCOCCCNCc1ccc(OCc2ccccc2C)c(OC)c1	3.5	-1.0	i
76	Cn1c(CNc2ccc(Cl)cc2)nnc1SCC#N	9.5	-1.4	i
77	CC(=O)c1ccc(NC(=O)Nc2ccc([N+](=O)[O-])cc2)cc1	28.9	-0.7	i
78	CCn1c(=NC(=O)CN2C(=O)CCC2=O)sc2c(OC)ccc(OC)c21	1.6	-1.2	i
79	COC(=O)c1ccc(NC(=O)CN(C)S(=O)(=O)c2ccc(OC)c(C)c2)cc1	22.3	0.0	i
80	Cc1ccn2c(CNC(C)c3cn(C)nc3C)c(C(=O)N3CCCCCC3)nc2c1 (stereo not given)	15.6	0.0	i

Part of the list above with just STK33 inh.
No.	structure	STK33 inh
73	COc1ccc2cnn(Cc3ccccc3)c(=O)c2c1OC	0.6
74	O=S(CC1CC1(Cl)Cl)CC1CC1(Cl)Cl (stereo not given)	-0.3

The results go on:
#	Molecule	OX1R antag	STK33 inh	KCNQ2 inh
81	COc1cc(-c2noc(C3CCCN(C(=O)c4c(F)cccc4F)C3)n2)cc(OC)c1OC (stereo not given)	23.2	-0.7	i
82	O=C(CN1CCN(Cc2ccccc2)CC1)NCc1ccc(Cl)cc1	8.9	0.5	i
83	Cc1ccnc(N/N=C/c2ccccc2)n1	16.1	-1.5	i
84	CNS(=O)(=O)c1cccc(C(=O)OC2CCCCC2=O)c1 (stereo not given)	21.1	-1.9	i
85	O=C(COc1ccc(-c2nnco2)cc1)Nc1c(F)cccc1F	15.1	-1.1	i
86	Cc1cc(C)n(-c2nc3ccccc3nc2N2CCN(C(=O)c3ccccc3)CC2)n1	23.6	0.0	i
87	COc1ccc(C(=O)Nc2ccncc2)cc1OC	3.4	2.2	i
88	CC(C)N(C(=O)NC(=O)Nc1ccc(S(=O)(=O)N2CCCC2)cc1)S(C)(=O)=O	-3.5	-1.1	i
89	CC(=O)Oc1ccc(/C=N/NC(=O)CCSc2ccccc2)cc1	32.9	-0.8	i
90	O=C(Nc1ccccc1N1CCOCC1)c1cccc(F)c1	13.8	0.0	i

Overlap with the part before: seven compounds, then new ones.
#	Molecule	OX1R antag	STK33 inh	KCNQ2 inh
84	CNS(=O)(=O)c1cccc(C(=O)OC2CCCCC2=O)c1 (stereo not given)	21.1	-1.9	i
85	O=C(COc1ccc(-c2nnco2)cc1)Nc1c(F)cccc1F	15.1	-1.1	i
86	Cc1cc(C)n(-c2nc3ccccc3nc2N2CCN(C(=O)c3ccccc3)CC2)n1	23.6	0.0	i
87	COc1ccc(C(=O)Nc2ccncc2)cc1OC	3.4	2.2	i
88	CC(C)N(C(=O)NC(=O)Nc1ccc(S(=O)(=O)N2CCCC2)cc1)S(C)(=O)=O	-3.5	-1.1	i
89	CC(=O)Oc1ccc(/C=N/NC(=O)CCSc2ccccc2)cc1	32.9	-0.8	i
90	O=C(Nc1ccccc1N1CCOCC1)c1cccc(F)c1	13.8	0.0	i
91	COc1ccc(C(=O)COC(=O)C(CCSC)NS(=O)(=O)c2ccc(Cl)cc2)cc1 (stereo not given)	12.9	-0.7	i
92	Cc1noc(C)c1C(=O)OC(C)C(=O)N(C)c1ccccc1 (stereo not given)	-1.8	-0.5	x
93	Cc1ccc([N+](=O)[O-])c2c1C(N1CC(C)OC(C)C1)C(C)(C)O2 (stereo not given)	13.6	-3.0	i
94	CCOc1ccc(S(=O)(=O)Nc2nc3ccccc3nc2-n2ccc(=NC(=O)c3cccs3)cc2)cc1	19.4	0.2	i
95	O=C(NC1C(=O)NNC1c1ccccc1)c1ccccc1 (stereo not given)	5.4	-1.4	i
96	CSCCC(NC(=O)c1ccc(Cl)cc1Cl)C(=O)OC(C)C(=O)NCc1ccco1 (stereo not given)	19.4	-1.2	i
97	C#CCNC(=O)C1=C[C@H](c2csc3ccccc23)C[C@H](OCCCCO)O1	18.3	-0.4	i
98	Cc1nc(C)c(C(=O)Nc2cccc(F)c2)s1	0.2	-0.9	i
99	Cc1ccc(CNS(=O)(=O)c2cn(C)cn2)cc1	3.0	-1.0	i
100	Cc1cc(C)c2c(=O)[nH]c(SCC(=O)N3CCCCC3)nc2n1	19.2	0.6	i
101	Cc1cccc(NC(=O)Cn2cccc2)c1	2.0	-0.7	i
102	S=C(Nc1ccccc1)c1nc2ccccc2s1	22.6	0.8	i
103	O=C(c1ccccc1Cl)N1CCC(c2nc3c(nnn3Cc3ccco3)c(=O)[nH]2)CC1	10.5	-0.1	i

Screening data deposited in PubChem BioAssay by several laboratories.
